Screening data: PubChem BioAssay, National Center for Advancing Translational Sciences (NCATS)
TGFb SMAD3 inh: TGF-b pathway inhibition | HepG2 CAGA-GFP TGF-b/SMAD3 reporter, GFP fluorescence, 18 h; TGF-beta stimulated, 500 pg/mL final | Potency, µM (doses to about 46.1 µM), without a hit: at the top dose activity, negative = inhibition, actives largely listed as inhibitors | 1.2% of 410,000 active; note: potency is the fitted concentration of half-maximal effect; % is set by controls: 0 for no effect and ±100 for the full control effect; nearly all actives have a fitted effect of over 65% in size
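Per well, imaged GFP fluorescence of HEPG2 CAGA-GFP cells gives the signal; cells get compound, then TGF-beta (500 pg/mL final), 18 h at 37 degrees C; %Activity versus -TGF-beta and +DMSO controls.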
Nrf2 inh: inhibitors of Nrf2 signaling. A549 ARE-Fluc reporter, luciferase luminescence, 18-24 h. 2.1% of 360,000 active. Potency, µM (top dose mostly 46 µM), inactives show at the highest dose activity change, negative = inhibition, actives largely listed as inhibitors. AID 504444; note: potency is the fitted concentration of half-maximal effect; % is set by controls: 0 for no effect and ±100 for the full control effect; nearly all actives have a fitted effect of over 60% in size
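Reporter: ARE-Fluc in A549. Exposure: 18-24 h, 37 °C, 5% CO2, 5% FBS OPTI-MEM. Readouts: fluorescent cytotoxicity (CellTiter-Fluor), then luminescent Nrf2 signal after BugLite.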
A549 viability: A549 cytotoxicity, counter-screen for Nrf2 inhibitors | Potency, µM (highest dose often 46 µM), inactives show at the top dose activity change, negative = cytotoxicity, hits mostly inhibitors | AID 504648 | A549 ARE-Fluc cells, CellTiter-Fluor viability, 18-24 h | 0.16% of 390,000 active; note: potency is the fitted concentration of half-maximal effect; % is set by controls: 0 for no effect and ±100 for the full control effect
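A549 ARE_Fluc cells in 5% FBS OPTI-MEM were exposed to compounds in concentration-response for 18-24 h at 37 deg C. Viability was read by CellTiter-Fluor fluorescence (Ex 405/Em 525) after 30 min, before the luciferase read.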
HepG2 tox: counter-screen for TGF-b inhibitors: cytotoxicity in HepG2 cells; 0.76% of 410,000 active; AID 588856; Potency, µM (top dose mostly 46.1 µM), inactives show top-dose activity change, negative = cytotoxicity, usual class: cytotoxic; HepG2 CAGA-GFP viability, ATP luminescence, 18 h; note: potency is the fitted concentration of half-maximal effect; some results filed as inactive show a strong effect at the top dose
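CellTiter-Glo luminescence gave cytotoxicity after 18 hours at 37 degrees C. The cells were HepG2 CAGA-GFP in 1% FBS DMEM, stimulated with 500 pg/mL TGF-beta after compound addition. %Activity was normalised to no-cell wells (complete cell-killing) and DMSO (no toxicity), and curves were fitted and classified.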
MmCpn inh: M. maripaludis TRiC chaperonin inhibition; purified Mm-Cpn ATPase, ADP Transcreener TR-FRET; AID 504842; 0.031% of 330,000 active; Potency, µM (top dose mostly 76.9 µM), inactives show at the highest dose activity, negative = inhibition, most hits filed as inhibitors; note: potency is the fitted concentration of half-maximal effect; % is set by controls: 0 for no effect and ±100 for the full control effect; nearly all actives have a fitted effect of over 80% in size
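Reaction buffer contained 30 mM Tris pH 7.4, 100 mM KCl, 5 mM MgCl2 and 1 mM DTT. Mm-CPN (25 nM final) hydrolysed 10 uM ATP over 30 min at 37°C; ADP was read by HTRF.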
Nrf2 activator: Nrf2 pathway activation; AREc32 ARE-luciferase reporter (MCF7-derived line), luminescence, 24 h; Potency, µM (series often up to 46.1 µM), inactives show top-dose activation, actives largely listed as activators; 0.31% of 410,000 active; note: potency is the fitted concentration of half-maximal effect; % of control where 0% means no effect; nearly all actives have a fitted effect of over 65% in size
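Cells of the AREc32 ARE-luciferase line are plated in OPTI-MEM containing 5% FBS and left overnight at 37 deg C. Compounds are pinned in, incubation continues 24 hr, and firefly luciferase signal is then measured.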
S2 tox: viability counter-screen for ATXN expression inhibitors. S2 cells (HEK-293 line with an ATXN2-luciferase reporter) viability, CellTiter-Fluor protease fluorescence, 24 h. Potency, µM (doses to about 56.7 µM), actives largely listed as cytotoxic. 0.49% of 400,000 active; note: potency is the fitted concentration of half-maximal effect; nearly all actives have a fitted effect of over 40% in size
pAkt inh: blocks phosphorylation of Akt. Neuro2A IGF-stimulated pAkt S473 HTRF, 20 min; hits give low values. activity change, % for hits at 50 µM. 0.32% of 360,000 active; in the data active = activity change below about -80%; inconclusive = mostly about -51% to -80%; note: % is set by controls: 0 for no effect and ±100 for the full control effect
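Single-point screen (50 µM final compound) in Neuro2A cells stimulated 20 min with 6 nM IGF at 37 deg C. After lysis, Ser473-phosphorylated Akt read by HTRF (ex 330 nm, em 615/665 nm) as the 665/615 ratio.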
CCT modulator: modulators of cytosolic chaperonin (CCT/TRiC) activity. purified chaperonin ATPase assay, HTRF ADP detection, 30 min. activity change, % (no concentration beside the values), hits read low. 0.3% of 360,000 active. AID 651819; in the data active = activity change below about -30%; note: % is set by controls: 0 for no effect and ±100 for the full control effect
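Nucleotide hydrolysis assay: TRiC at 20–40 nM final (set by batch activity) with 10 uM ATP, 30 min at 37 °C, in presence of 76 uM compound. Detection by competitive ADP HTRF, 30 min ambient.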
Starred values were filed as active, the others as inactive; i = inactive; ? = inconclusive; . = not tested or not shown; & = joins results of further samples; [ ] = dose if it differs, or a comment. Unless noted, calls come from the whole dose curve; as a rule, active = well fitted curve in the direction sought with a large enough effect; inconclusive = small, poorly fitted or top-dose-only effect, or another doubt; inactive = no such curve, though single readings can be large; an effect the other way counts as inactive or inconclusive. Rows were taken by chance; any-hit rate near 4.4%.

molecule	TGFb SMAD3 inh	Nrf2 inh	A549 viability	HepG2 tox	MmCpn inh	Nrf2 activator	S2 tox	pAkt inh	CCT modulator
Cc1ccc2c(c1)C(=O)C(=O)N2CC(=O)OC(C)C	2.2%	12.7%	-5.2%	8.3%	-1.0%	3.7%	i	i	-0.5
COC(C[C@H]1O[C@@H]1C(=O)COCc1ccccc1)OC	-18.2%	8.0%	-3.9%	-28.1%	.	5.8%	i	i	-0.5
CCOC(=O)Cn1ccc(NC(=O)c2ccc(F)cc2)n1	3.6%	2.2%	0.6%	-15.9%	-3.6%	0.2%	i	i	-3.8
O=C1Nc2ccccc2/C1=C\C(=O)c1ccccc1	?	-12.6%	-4.2%	-77.1%	-2.0%	25.8%	?	i	-0.2
c1cnc(NC2CCCCCC2)nc1	-3.6%	5.1%	-0.8%	0.0%	0.6%	-0.2%	i	i	-2.4
COc1cc2nc(-c3ccc(Br)o3)oc(=O)c2cc1OC	?	5.1%	-1.5%	-3.0%	-2.7%	-0.3%	i	i	-0.6
CC1(C)CC(NC(=O)CCc2ccccc2)CC(C)(C)N1	-14.4%	?	8.6%	-11.4%	-0.2%	-0.3%	i	i	-5.2
COC(=O)C1C(O)=C(C=Nc2ccc(N)cc2)C(=O)CC1(C)C (configuration not stated)	-7.8%	?	-12.9%	5.2%	-2.3%	0.6%	i	i	-0.3
C/C(CC(=O)NC1CCCC1)=N\NC(=O)c1ccc([N+](=O)[O-])c(Cl)c1	-0.7%	-6.7%	11.5%	-4.8%	-0.3%	0.3%[9.22 µM]	i	i	-4.9
CC1(c2ccccc2)CC(c2ccccc2)=C(C#N)C(=O)N1 (configuration not stated)	2.6%	-4.8%	-3.1%	7.5%	.	-0.4%	?	i	-0.1
Cc1cc(C)c2c(=O)cc(C(=O)Nc3sc4c(c3C#N)CCCC4)oc2c1	-19.0%	?	-12.8%	-1.7%	.	0.3%	i	.	.
COc1ccc(C)cc1NC(=O)CSc1nnnn1Cc1ccccc1	-3.2%	0.5%	3.1%	-1.3%	-2.4%	0.2%	i	i	-0.3
COc1ccc(Nc2c(C)cccc2C)cc1	-8.3%	5.2%	-4.9%	-32.6%	-1.6%	-0.6%	i	i	0.2
COc1ccc(CNC(=O)C2(C)Cc3c(-c4ccc(N(C)C)cc4)ccnc3O2)cc1OC (configuration not stated)	?	.	.	-36.3%	.	6.9%	?	i	0.0
N=Nc1c(O)n(CC(=O)Nc2ccccc2)c2ccccc12	11.3%	2.1%	1.9%	17.3%	-12.7%	-0.6%	i	i	-2.0

3 entries out of the list above, ordered by their value in Nrf2 activator, high to low.
mol	TGFb SMAD3 inh	MmCpn inh	Nrf2 activator	pAkt inh	CCT modulator
COc1ccc(CNC(=O)C2(C)Cc3c(-c4ccc(N(C)C)cc4)ccnc3O2)cc1OC (configuration not stated)	?	.	6.9%	i	0.0
CC1(C)CC(NC(=O)CCc2ccccc2)CC(C)(C)N1	-14.4%	-0.2%	-0.3%	i	-5.2
COc1ccc(Nc2c(C)cccc2C)cc1	-8.3%	-1.6%	-0.6%	i	0.2

Other structures
molecule	TGFb SMAD3 inh	Nrf2 inh	A549 viability	HepG2 tox	MmCpn inh	Nrf2 activator	S2 tox	pAkt inh	CCT modulator
C=CCCC(=O)N1C[C@H]2CON(C)[C@H]2C[C@H]1c1ccc(Br)cc1	-12.9%	.	.	-3.3%	.	0.0%	?	i	-1.6
COc1cccc(C(=O)NCC(=O)N2CCC3(CC2)NCCc2[nH]cnc23)c1	10.9%	-3.6%	-7.6%	-1.6%	-1.8%	-0.7%	i	i	-2.9
c1ccc(CN2CCN(CCN3CCn4c3nc3ccccc34)CC2)cc1	9.5%	3.7%	-2.5%	-24.0%	-0.4%	0.5%	i	i	-1.9
COc1ccc(CCNC(=O)C2CC(O)CN2S(=O)(=O)c2ccc(Cl)cc2)cc1OC (configuration not stated)	12.2%	17.9%	8.6%	-38.6%	-2.1%	-0.2%	i	i	-9.9
Cc1ccc(C2c3[nH]c4ccccc4c3CCN2C(=O)CSCc2ccc(F)cc2)cc1 (configuration not stated)	-12.5%	.	-13.0%	-33.4%	.	7.4%	.	.	.
COc1cc2c(cc1OC)C(C)N(C(=O)Cn1ncc3c1-c1cc(C)ccc1OC3)CC2 (configuration not stated)	-2.3%	?	-0.2%	-11.9%	-0.3%	0.0%	?	i	-0.2
Cc1ccc2nc(SCCC#N)nc(C)c2c1	16.3%	16.3%	-0.7%	0.2%	-2.2%	3.9%	i	i	0.5
Cc1cc(C)c2c(=O)nc(SCc3ccccc3C)n(C3CC3)c2n1	-2.3%	.	1.0%	-7.0%	.	0.2%	.	.	.
Cn1c(=O)n(CC(=O)O)c(=O)c2c1nc1n2CCS1	-12.6%&-5.2%	?	-5.3%&-0.6%	3.0%&-6.4%	-1.0%&0.9%	-0.1%&0.1%	?	i	-3.3&-3.3
Cc1ccc(SCc2cc(=O)[nH]c(N3CCOCC3)n2)cc1	8.6%	?	6.3%	-21.1%	0.9%	0.2%	i	i	0.5
CCc1cccc(NC(=O)c2cc(S(=O)(=O)N3CCCCC3)ccc2N2CCOCC2)c1	-18.3%	.	.	-19.0%	.	0.4%	i	i	-1.8
COCC1CCCCN1Cc1cn[nH]c1-c1ccc(OC)cc1OC (configuration not stated)	18.2%	9.4%	0.7%	-9.1%	-7.0%	1.7%	?	i	3.2
O=C(CN1CCN(c2ccccc2)CC1)N1N=CCC1c1ccccc1 (configuration not stated)	7.2%	10.9%	7.1%	-34.2%	1.8%	2.1%	i	i	0.7
COC(=O)[C@]1(CC(C)C)N[C@H](c2ccc(-c3cccc(Cl)c3)cc2)[C@@H]2C(=O)N(C)C(=O)[C@@H]21	-34.9%	?	-5.1%	-24.1%	-2.4%	7.6%	i	i	-1.8
CCCCNC(=S)N(C)/N=C/c1ccc(F)cc1	-17.9%	-3.0%	?	-22.9%	1.0%	2.9%[9.22 µM]	i	i	-2.0
COc1cccc(/C=C/c2nc(C#N)c(NC3CCCCC3)o2)c1	-6.2%	5.7%	20.0%	-31.4%	.	0.7%	.	.	.
COc1c(C)cccc1C(=O)Nc1ccc(CN2CCOCC2)cc1	-1.0%	?	-1.7%	-10.2%	-0.2%	0.4%	i	i	-3.3
Cc1ccc(/C=N/N2CCN(Cc3ccccc3)CC2)s1	0.0%	12.2%	-1.2%	-2.5%	-0.7%	0.6%	i	i	-0.7
O=C(Nc1cccc(-c2nc3ccccc3[nH]2)c1)c1ccc(C(=O)Nc2cccc(-c3nc4ccccc4[nH]3)c2)cc1	-26.8%	?	2.1%	-5.3%	-11.1%	11.1%	i	i	-2.2
COc1ccc(/C=N/NC(=O)c2c(C)nc3ccccn23)cc1[N+](=O)[O-]	3.9%	-2.3%	0.1%	-7.6%	0.5%	-0.5%	i	i	-4.9
CCCC1=C(C(=O)OCC)C(c2cccs2)n2ncnc2N1 (configuration not stated)	-23.6%	-18.9%	5.2%	-10.8%	1.2%	-0.5%	.	i	0.1
C=CCn1c(SCn2nnc3ccccc3c2=O)nnc1-c1ccc(Br)cc1	-11.9%	?	-5.5%	-5.7%	0.5%	0.1%	?	i	-0.1
Cc1ccc(NC(=O)CN2C(=O)NC(C)(c3ccc(Cl)cc3)C2=O)cc1 (configuration not stated)	-28.7%	-12.0%	0.9%	-19.5%	1.6%	2.8%	i	i	-2.0
COc1ccc(NC(=O)c2cc([N+](=O)[O-])ccc2N2CCCC2)cc1S(N)(=O)=O	-14.8%	10.1%	-14.6%	-0.7%	0.8%	-0.4%	?	i	0.7
Cc1ccc(NS(=O)(=O)c2c(C)[nH]c(C)c2C(=O)N2CCCCC2)c(C)c1	-2.1%	-3.3%	-8.2%	-6.1%	1.2%	0.1%	i	i	-0.7
Cc1ccccc1OCCC(=O)N1CCN(S(=O)(=O)c2ccc(Cl)cc2)CC1	-13.1%	-17.4%	-3.6%	-10.7%	1.0%	-0.4%	?	i	-0.1
COc1ccccc1N1CCN(C(c2ccc(Cl)cc2)c2nnc(-c3cccc(F)c3)o2)CC1 (configuration not stated)	-24.0%	-11.7%	-4.5%	-3.0%	.	0.3%	?	.	.
Cc1nc(NC(=O)CSc2nnc(C3CC3)n2C)sc1C(=O)N(C)C	6.6%	0.8%	-1.5%	1.7%	1.1%	0.2%	i	i	1.2
COc1ccc(N2CCN(C(=O)c3cccc4nc(C)oc34)CC2)cc1	6.3%	-15.1%	0.4%	2.6%	?	-0.1%	i	i	-2.6
COc1ccc(C(=O)NC(=S)Nc2ccc3oc(=O)ccc3c2)cc1	2.8%	-7.2%	-11.7%	-2.2%	-0.8%	0.3%	i	i	1.8
Cc1ccc(-n2nnnc2SC(C(=O)c2c[nH]c3ccccc23)c2ccccc2)cc1 (configuration not stated)	0.0%	5.1%	10.3%	-24.6%	-3.6%	-0.4%[9.22 µM]	i	i	-2.0
CCCC(=O)c1ccc(N2CCN(C(=O)c3ccccc3)CC2)c(F)c1	?	.	-9.5%	-37.5%	-0.2%	1.3%	i	i	0.0
CCOC(=O)c1c(C)oc2ccc(O)c(CN(C)C)c12	27.6%	.	-3.5%	13.6%	0.3%	0.2%	i	i	-1.9
COc1cccc(C2C=C(c3cccs3)Nc3ncnn32)c1OC (configuration not stated)	1.5%	-6.3%	?	-17.5%	-9.1%	3.6%	.	i	-0.8
